# Bioassay records from PubChem BioAssay.
# SKN-1 block – suppressors of acrylamide-induced Pgst-4::GFP reporter in worms, primary screen, SKN-1 inhibitor project, whole organism, uHTS, GFP/RFP fluorescence ratio, strain VP596 | AID 624304, 2012 | C. elegans VP596 Pgst-4::GFP/RFP ratio, 24 h | inhibition, % at 21.8 µM | hit rate 0.49% among 360,000;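 active = interference check ratio from 0.5 to 1.5 plus GFP to RFP signal ratio inhibition reaching or exceeding a fixed threshold, cut at about 30% in these data, passing the limit was not always enough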; note: some compounds called inactive have numbers as strong as hits
# Scp-1 inhibitor – Scp-1 phosphatase inhibitors, primary screen, biochemical, colorimetric, uHTS. inhibition, % at 20 µM. hit rate 0.88% among 340,000. Recombinant Scp1, phosphopeptide, malachite green phosphate absorbance. Carboxy-terminal domain RNA polymerase II polypeptide A small phosphatase 1 (Homo …. AID 493091, 2011;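 active = inhibition above about 50% at 20 µM, limit read from the data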;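 note: plate controls were DMSO wells with enzyme for no effect and wells lacking enzyme for full effect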
# Target sequence (Q9GZU7 76-261 limits assumed): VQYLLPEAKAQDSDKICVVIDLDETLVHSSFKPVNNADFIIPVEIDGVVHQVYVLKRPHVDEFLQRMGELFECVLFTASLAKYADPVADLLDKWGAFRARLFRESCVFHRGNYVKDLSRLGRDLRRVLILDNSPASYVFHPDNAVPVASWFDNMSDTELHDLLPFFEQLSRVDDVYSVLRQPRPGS
#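 Test system: SCP-1 catalytic domain; Buffer or medium: Acidic Tris acetate buffer with magnesium and detergent; Also added: Phosphorylated 17-residue peptide substrate; Compound: single 20 µM dose, 1% DMSO; Schedule: enzyme reaction 45 min at room temperature, colour 5 min, stabilisation 30 min; Signal: Phosphate-binding colour reagent, absorbance read at 630 nm.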
# MT1-MMP act inh – blockers of MT1-MMP proenzyme processing, primary screen, HT1080 RFP-PRO-GFP cells, GFP/RFP fluorescence. Matrix metalloproteinase-14 (Homo sapiens), P50281. GFP/RFP ratio fluorescence, overnight; percent of plate control window, DMSO zero. GFP/RFP ratio change, % at 20 µM. hit rate 0.061% among 360,000. AID 651647, 2012;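 active = GFP/RFP ratio change of at least 30% with cell ATP level not reduced by more than half and red fluorescence within 50% of control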; note: strong numbers were not always called active
#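 Assay system: HT1080 RFP-PRO-GFP cells | Dosing: 20 µM single dose, 1% DMSO | Incubation: Cells overnight before dosing, compound overnight, 37 °C, 5% CO2 | Evaluation: GFP/RFP fluorescence ratio | Control set: DMSO-only wells and HT1080 RFP-L50D-GFP cell wells as references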
# LMPTP block – LMPTP phosphatase inhibitors, primary screen, biochemical, fluorescence intensity, uHTS. Low molecular weight phosphotyrosine protein phosphatase (Homo sapiens), P24666. recombinant LMPTP-A, OMFP fluorogenic substrate. inhibition, % at 20 µM. hit rate 0.22% among 360,000. AID 651560, 2012;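 active = compounds that cut the enzyme signal by at least half of the control window in the single-dose screen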;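 note: plate controls were DMSO wells with enzyme plus substrate for no effect and substrate without enzyme for full effect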
# Target sequence (P24666 whole entry, looked up): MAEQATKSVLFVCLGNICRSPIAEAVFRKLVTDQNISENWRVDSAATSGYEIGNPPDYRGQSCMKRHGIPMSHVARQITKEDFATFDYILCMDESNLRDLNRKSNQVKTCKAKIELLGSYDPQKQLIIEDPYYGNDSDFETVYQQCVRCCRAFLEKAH
#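 Test system: LMPTP-A, protein tyrosine phosphatase of low molecular weight; Input: 0.625 nM enzyme; Incubation: 50 min dark incubation at room temperature; Signal: endpoint fluorescence intensity from OMFP dephosphorylation; Read-out basis: % inhibition versus control wells.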
# SUMO1-SIM PPI – modulators of SUMO1 protein-protein interactions, primary screen, biochemical, uHTS | Small ubiquitin-related modifier 1 (Homo sapiens), P63165 | SUMO1 binding to a labelled peptide, TR-FRET, 1 h | inhibition, % at 20 µM | hit rate 0.33% among 360,000 | AID 602429, 2012; in the data active = inhibition above about 37%
# Target sequence (P63165 whole entry, looked up): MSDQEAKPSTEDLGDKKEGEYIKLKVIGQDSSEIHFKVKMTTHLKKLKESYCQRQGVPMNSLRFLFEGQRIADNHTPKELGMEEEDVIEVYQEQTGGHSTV
# DNMT1 block – human DNMT1 methyltransferase inhibitors, primary screen, biochemical, molecular beacon, fluorescence, HinP1I cleavage, uHTS; DNA (cytosine-5)-methyltransferase 1 (Homo sapiens), P26358; inhibition (reported as % activation of signal), % at 10 µM; hit rate 0.83% among 360,000; AID 588458, 2011; in the data active = inhibition above about 50%
# NadD inh – inhibitors of S. aureus NadD, primary screen, biochemical, colorimetric, uHTS. Nicotinate-nucleotide adenylyltransferase NadD (Staphylococcus aureus N315). purified NadD enzyme, colorimetric absorbance read-out. inhibition, % at 20 µM. hit rate 0.78% among 360,000; in the data active = inhibition above about 26%; note: some compounds past the cut are filed as inactive
# Rpn11 inh – Rpn11 (PSMD14) deubiquitinase inhibitors, primary screen, biochemical, fluorescence polarization, uHTS; 26S proteasome non-ATPase regulatory subunit 14 (Homo sapiens), O00487; human 26S proteasome, Ub4-pepOG fluorescence polarization; 20S core pre-blocked with epoxomicin; calls only at 20 µM; hit rate 0.59% among 360,000; AID 588493, 2011;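 active = inhibition at 20 µM, scaled to each plate's controls, above about 33%, limit read from the data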
# Target sequence (O00487 whole entry, looked up): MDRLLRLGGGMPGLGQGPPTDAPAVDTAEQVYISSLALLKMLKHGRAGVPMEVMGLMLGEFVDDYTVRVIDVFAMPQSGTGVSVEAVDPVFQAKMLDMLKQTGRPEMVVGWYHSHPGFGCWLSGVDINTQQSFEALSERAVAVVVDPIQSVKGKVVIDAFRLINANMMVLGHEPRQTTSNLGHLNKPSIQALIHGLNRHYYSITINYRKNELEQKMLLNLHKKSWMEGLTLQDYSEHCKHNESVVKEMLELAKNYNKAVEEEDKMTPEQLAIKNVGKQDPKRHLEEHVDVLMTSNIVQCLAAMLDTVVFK
# NRP1-CendR mod – modulators of CendR peptide binding to NRP-1, primary screen, biochemical, fluorescence polarization, uHTS; Neuropilin-1 (Homo sapiens), O14786; FAM-RPARPAR peptide binding to NRP-1; inhibition, % at 25 µM; hit rate 0.85% among 360,000; AID 602438, 2012;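 active = inhibition or corrected inhibition above about 18%, plus a signal ratio from 0.5 to 1.5, limit read from the data, passing the limit was not always enough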; note: strong numbers were not always called active
# STEP block – STEP phosphatase inhibitors, primary screen, biochemical, fluorescence intensity, uHTS | recombinant STEP, OMFP fluorogenic substrate | Tyrosine-protein phosphatase non-receptor type 5 (Homo sapiens), P54829 | inhibition, % at 20 µM | hit rate 0.25% among 360,000;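 active = inhibition at 20 µM, scaled per plate between control wells, above about 37%, limit read from the data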;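 note: 0% = DMSO with enzyme and substrate and 100% = substrate only without enzyme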
#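 System: STEP phosphatase, cell-free reaction; Buffer or medium: Bis-Tris pH 6.0 buffer with DTT, detergent; Incubation: 20 min at room temperature, dark; Measured by: fluorescence, 480/540 nm.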
# Starred values were filed as active, the others as inactive; i = inactive; . = no result given; + = active, no number. Compounds were not picked by outcome; overall some 3.9% were active at least once.
SMILES,SKN-1 block,Scp-1 inhibitor,MT1-MMP act inh,LMPTP block,SUMO1-SIM PPI,DNMT1 block,NadD inh,Rpn11 inh,NRP1-CendR mod,STEP block
O=C(C(=O)N1CCN(C(=O)OCc2ccccc2)CC1)c1cccnc1,-2,.,1,-1.2,-2,.,.,.,14,.
CC1CC(C)CN(C(=O)COC(=O)Cc2ccc(Br)cc2)C1 (stereo not drawn),-4,-6,-1,-0.3,4,-2,0,i,-2,-1
COc1ccccc1CC(=O)N1CCC(CCC(=O)NC2CC2)CC1,-9,-5,4,-1.2,-3,0,-8,i,1,1
COc1ccc(CNc2nc(NCc3ccc(OC)cc3)c3[nH]cnc3n2)cc1,2,12,2,78*,3,4,-2,i,7,-1
O=[N+]([O-])c1cccc(C2=NC(c3ccccc3)CO2)c1 (stereo not drawn),-9,0,0,-0.7,-27,-3,5,i,9,0
Cc1ccc(CN2CCN(C(=O)CCc3ccccc3)CC2)cc1,22,-10,3,-1.3,7,4,-7,i,-4,1
COc1ccccc1N1C(=O)C2C(c3ccc(F)cc3)NN(C(=O)c3ccc(C)cc3)C2C1=O (stereo not drawn),-3,12,4,3.4,0,0,1,i,3,2
COc1cc2ccccc2cc1C(=O)Nc1ccncc1,36*,-3,1,1.0,-13,1,-4,i,0,1
CCOC1=C2[C@@H](CN(S(=O)(=O)c3ccc(C)cc3)[C@H]2c2ccccc2F)[C@H]2C(=O)N(Cc3ccccc3)C(=O)[C@H]2C1,-2,.,-10,6.7,6,-22,-6,i,9,1
O=C(NCc1ccccn1)c1cc(S(=O)(=O)N2CCCCCC2)ccc1Cl,-6,-3,0,0.2,4,2,1,i,-6,3
CCOc1ccc(-c2nc(C#N)c(N3CCCCCC3)o2)cc1,12,-9,1,2.8,4,11,-1,i,10,1
O=C(CNC(=O)C1CCCCC1)OCC(=O)c1ccc(Br)cc1,-7,-5,0,-0.4,6,1,-7,i,-5,-1
O=C(COC(=O)Cn1nnc(-c2ccccc2)n1)Nc1cc(F)ccc1F,6,-5,-2,-1.2,-2,-1,-4,i,-5,-2
CC[C@]12c3[nH]c4ccc(OC)cc4c3CCN1C(=O)C(CC(=O)NCc1ccco1)C[C@@H]2C(=O)N1CCN(C(=O)c2ccco2)CC1 (stereo partly drawn),9,4,-1,-1.3,1,9,-1,i,7,-1
CCCNC(=O)c1ccc2c(c1)C1C3CCC(C3)C1C(c1ccccc1)N2 (stereo not drawn),48*,-2,-8,1.9,3,0,4,i,0,2
CCOC(=O)N1CCN(CC(O)COc2ccc(C)c(C)c2)CC1 (stereo not drawn),-8,2,3,-0.3,1,1,-6,i,10,2
Cn1ccnc1SCC(=O)Nc1nc2ccccc2s1,-3,-6,-2,0.1,6,-2,-3,i,9,1
c1ccc2c(-c3cncc4ccccc34)cncc2c1,-8,-10,-8,0.0,-8,1,-1,i,-1,-2
COc1ccccc1CN(C)C(=O)c1ccccc1SCC(=O)N1CCCC1,9,-10,-2,-0.6,5,3,-3,i,16,17
O=C(N[C@@H](Cc1ccccc1)C(=O)O)c1ccncc1,-3,-3,2,-1.0,2,-30,-2,i,12,-2
CCCN(CCC)CCCNC(=O)C1c2cc(OC)c(OC)cc2C(=O)N(C)C1c1cccs1 (stereo not drawn),0,-6,.,3.3,1,4,-4,i,1,0
CC1CN(S(=O)(=O)c2ccc(F)cc2)CN1C(=O)N1CCOCC1 (stereo not drawn),16,-3,0,-0.1,3,3,-3,i,3,-2
O=Cc1ccc(OCc2nnc(-c3ccccc3Br)o2)cc1,-6,-7,-3,0.4,2,-7,-6,i,6,1
COc1cc(NC(=O)c2ccc(Cl)cc2)c2ncccc2c1,7,-3,0,19,-2,7,2,i,-5,1
O=C(Nc1ccc(Cl)cc1)c1cccc(N2C(=O)C3C4CCC(C4)C3C2=O)c1 (stereo not drawn),2,10,6,-1.4,-2,10,-7,i,6,-4

# Part of the list above, with two lines to a compound.
# Values run as follows: SKN-1 block, Scp-1 inhibitor, MT1-MMP act inh, LMPTP block, SUMO1-SIM PPI, DNMT1 block, NadD inh, Rpn11 inh, NRP1-CendR mod, STEP block
> CCCNC(=O)c1ccc2c(c1)C1C3CCC(C3)C1C(c1ccccc1)N2 (stereo not drawn)
    48*, -2, -8, 1.9, 3, 0, 4, i, 0, 2
> CCOC(=O)N1CCN(CC(O)COc2ccc(C)c(C)c2)CC1 (stereo not drawn)
    -8, 2, 3, -0.3, 1, 1, -6, i, 10, 2

# Additional results.
SMILES,SKN-1 block,Scp-1 inhibitor,MT1-MMP act inh,LMPTP block,SUMO1-SIM PPI,DNMT1 block,NadD inh,Rpn11 inh,NRP1-CendR mod,STEP block
O=C(C1=C[C@H](c2csc3ccccc23)C[C@H](OCCCCO)O1)N1CCN(Cc2ccccc2)CC1,-1,-3,-4,1.7,-6,-12,2,i,27*,2
Cc1ccc(O)c(C(=O)CC(=O)c2ccc(C(C)(C)C)cc2)c1,19,-11,-1,1.4,0,3,13,i,-3,4
CCn1c(SCC(=O)Nc2nccs2)nnc1C1CC1,4,7,2,-0.8,4,1,-2,i,-1,-2
c1ccc(CSc2nc3ncncc3[nH]2)cc1,2,-12,-2,-0.7,-1,1,-2,i,5,-2
Cc1cc(OC(=O)c2ccccc2Cl)cc(=O)n1C,20,-2,0,-0.3,1,-2,5,i,-7,-2
CC(/C=C1\SC(=S)N(NC(=O)c2ccc(C)cc2)C1=O)=C\c1ccccc1,-5,0,2,1.8,7,4,30*,i,3,2
CCNC(=O)COC(=O)C1C(C(=O)OCC)=C(C)NC(C)=C1C(=O)OCC,7,-5,-2,-0.7,-3,2,3,i,8,-3
Cc1ccc(Sc2cc(NCCCO)c([N+](=O)[O-])c3nonc23)cc1,-6,-14,-9,1.2,-26,-3,-6,i,0,0
CCCC(=O)N1CCc2[nH]c3ccccc3c2C1,2,0,-1,-0.2,-1,-24,9,i,-4,-2
COc1ccc(NC(=O)c2c(Cl)nc3ccccn23)cc1,1,-8,2,-0.6,-2,1,-6,i,6,-2
CC(C)(C)c1nnc(NC(=O)COc2ccc3c(c2)OCO3)s1,10,5,4,0.5,-2,-7,-9,i,-12,-1
CC(OC(=O)c1cccs1)C(=O)NC1CC1 (stereo not drawn),10,-1,0,-0.1,4,-2,-1,+,1,-1
O=C1CCC(C(=O)N2CCOCC2)CN1Cc1ccc(Cl)cc1 (stereo not drawn),13,1,3,0.1,-2,0,3,i,14,0
Cc1ccc2c(c1)c(C)cc(=O)n2CCC(=O)O,-1,32,4,-0.7,2,37,-2,i,-10,1
COc1ccc2c(C(=O)c3ccc(C)cc3)n(CCC(N)=O)[n+]([O-])c2c1,12,-7,-4,-1.1,-12,2,0,i,-5,-4
N#Cc1cc(-c2ccccc2)nnc1Oc1ccccc1Cl,-6,-22,2,1.5,-2,-4,-8,i,15,0
O=C1OCCN1C(=O)[C@H]1[C@H](c2ccc([N+](=O)[O-])cc2)C(c2ccccc2)=NN1c1ccccc1,11,-4,0,4.3,-5,-4,13,i,-16,-1
CC(=O)c1cccc(NC(=O)c2csc(-n3nc(C)cc3C(F)(F)F)n2)c1,20,-4,3,0.4,-18,-9,-10,i,-17,1
C/C=C/C(=O)OCC(=O)Nc1ccc(C)c(S(=O)(=O)N(C)C)c1,1,-4,0,0.0,0,-7,4,i,8,0
Nc1nc(NC(=O)CCCC(=O)O)nn1-c1ccccc1,-5,1,8,-1.7,2,0,5,i,6,2
COc1cccc(NC(=O)CN(C)S(=O)(=O)/C=C/c2ccccc2)c1,10,-10,5,-0.6,9,2,-7,i,8,-2
CCOc1ccc(S(=O)(=O)NCc2ccncc2)cc1,-15,-12,-5,-2.5,-1,0,0,i,5,2
COc1cc(C(=O)O)c([N+](=O)[O-])c(OC)c1OC,7,-11,-1,-0.8,4,-8,-5,i,-8,-2
O=C(COC(=O)c1ccc([N+](=O)[O-])o1)c1ccccc1,-1,-5,3,0.7,-14,-8,-1,i,2,0
COc1cccc(N2C(=O)c3ccncc3C2=O)c1,9,8,-1,-0.1,0,2,8,i,7,-3

# Other structures follow.
SMILES,SKN-1 block,Scp-1 inhibitor,MT1-MMP act inh,LMPTP block,SUMO1-SIM PPI,DNMT1 block,NadD inh,Rpn11 inh,NRP1-CendR mod,STEP block
COc1ccc(CCNC(=O)Cn2cnc3c(nnn3Cc3ccc(C)cc3)c2=O)cc1OC,13,-1,1,-1.0,3,4,-4,i,2,0
CCOc1ccc(NC(=O)Cn2c(=O)oc3ccccc32)cc1,15,0,-6,0.6,-2,2,-4,i,1,1
Cc1ccn2c(C(=O)CSc3ccc(Cl)cc3)c(C)nc2c1,1,-2,2,-0.2,-3,0,-4,i,8,1
CC(C)(C)C(c1nc2ccccc2[nH]1)n1c(-c2ccco2)nc2ccccc21 (stereo not drawn),3,.,7,1.9,2,.,.,.,6,.
COc1ccc(C(=O)OCC(=O)NCC2CCCO2)cc1 (stereo not drawn),5,1,-2,-0.8,0,0,-1,i,10,0
COc1ccc(C(=O)NCC(c2ccco2)N2CCc3ccccc3C2)c(OC)c1 (stereo not drawn),10,.,0,1.0,0,-2,1,i,-4,2
Cc1cccc(C)c1NC(=O)C1CCCN1S(=O)(=O)c1ccc(-c2ccc(=O)[nH]n2)s1 (stereo not drawn),17,1,-3,-1.6,-25,-3,13,i,3,1
Cc1ccc(Cn2c(SC3CCOC3=O)nc3ccccc3c2=O)cc1 (stereo not drawn),4,-14,7,-1.7,-1,-3,-2,i,-4,1
Cc1nnc(SCC(=O)NNC(=O)c2ccc(Cl)cc2)s1,14,3,-1,-0.3,-3,-1,5,i,3,-2

# Taken from above:
# Under NadD inh, `COc1ccc(C(=O)OCC(=O)NCC2CCCO2)cc1` (stereo not drawn) has -1
# Under NRP1-CendR mod, `Cc1nnc(SCC(=O)NNC(=O)c2ccc(Cl)cc2)s1` has 3
# Under NRP1-CendR mod, `COc1ccc(C(=O)NCC(c2ccco2)N2CCc3ccccc3C2)c(OC)c1` (stereo not drawn) has -4
